Screening data deposited in PubChem BioAssay by Sanford-Burnham Center for Chemical Genomics.
H9c2 TAG inh: inhibitors of triacylglycerol accumulation; H9c2 cells, Nile Red lipid (TAG) fluorescence; cells loaded with 200 µM oleic acid; inhibition, % at 12.5 µM; 230,000 compounds, 0.66% hits;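 active = pattern-corrected inhibition of lipid staining of at least 50% with the nuclear-stain viability signal not falling by more than 50%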;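 note: 0% = DMSO wells and 100% = triacsin C control wells; some results filed as inactive read as strong as hits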
H9c2 TAG inh DAPI viability: also measured in H9c2 TAG inh; calls as there; DAPI nuclei signal change (viability), lower = more cytotoxic, %;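 whole-well DAPI fluorescence read on a plate reader as a viability signal; minus 50 percent equals half of cells still viable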
Active calls of the source: *. Not all compounds are listed (hit frequency here may not be typical).

Values in the order: H9c2 TAG inh DAPI viability, H9c2 TAG inh
- C/C(=N\NC(=O)c1ccc(Br)cc1)c1cccnc1
    0, 7
- CCOC(=O)c1cnc2c(c(C)nn2CC)c1NCCN1CCOCC1
    -8, 3
- CCC(C)(C)NC(=O)C(c1ccc(C)cc1)N(Cc1ccco1)C(=O)Cn1nnc2ccccc21 (configuration not stated)
    8, 22
- Cc1cc(C(=O)c2cnc(/N=C/N(C)C)s2)cc(C)c1O
    0, 0
- CC(C)(C)Nc1c(-c2ccc(O)cc2)nc2ccc(Cl)cn12
    22, 13
- O=C(COC(=O)COc1ccc(Cl)cc1)NC1CCCCCC1
    4, -6
- Cc1onc(-c2c(F)cccc2Cl)c1C(=O)ONC(=O)c1ccco1
    -4, 1
- O=[N+]([O-])c1ccc(OCC(O)CNC2CCCC2)cc1 (configuration not stated)
    -3, 4
- c1ccc2oc(Cc3ccc(Cc4nc5ccccc5o4)cc3)nc2c1
    -11, -2
- COc1ccc(OC)c(/C=C2\SC(=S)N(N3CCOCC3)C2=O)c1
    6, 3
- CC(=O)c1ccc(NC(=O)C2(c3ccccc3)CC2(Cl)Cl)cc1 (configuration not stated)
    -1, 5
- COc1ccc(/C=C/C(=O)OCC(=O)c2ccc3c(c2)NC(=O)CO3)cc1
    4, -1
- Cc1ccc(C(=O)NC2CC(C)(C)NC(C)(C)C2)cc1S(=O)(=O)N1CCCCC1
    -4, 6
- Cc1cccc(C2=NN(c3ccccc3)[C@H](CO)[C@H]2c2ccc(F)cc2)c1
    188, -2
- COCCCC1CCN(C(=O)C2CCC(=O)N(CCc3ccccc3)C2)CC1 (configuration not stated)
    -2, 10
- Fc1cccc(-c2cc3nc(-c4ccccc4)cc(N4CCC5(CC4)OCCO5)n3n2)c1
    94, 27
- Cc1noc(C)c1CSCC(=O)Oc1ccc(N(C)S(=O)(=O)c2ccc(Cl)cc2)cc1
    1, 1
- Cc1ccc(NNC(=O)c2c(F)cccc2Cl)cc1Cl
    -2, -3
- CCOc1ccccc1NC(=O)c1cccc(NC2=NC3CS(=O)(=O)CC3S2)c1 (configuration not stated)
    -9, 8
- CC(=O)c1ccc(N2CC(C)(C)C2=O)cc1
    -1, 13
- CN1CCN(C(=O)Nc2ccccc2CC[N+](=O)[O-])CC1
    6, -8
- O=C(COC(=O)/C=C/c1cccc(F)c1)NC1CC1
    0, -9
- CC1(C(=O)Nc2cccc(Oc3ccccc3)c2)CCN1Cc1cccc2c1OCO2 (configuration not stated)
    3, -19
- Cc1ccc(Nc2nc(N)nc(CCl)n2)cc1
    -8, 15
- Cc1[nH]c2ccccc2c1C(=O)C(C)OC(=O)c1ccccc1NCCO (configuration not stated)
    13, 2
- COc1ccccc1Nc1nc(N)nc(CN2CCC(Cc3ccccc3)CC2)n1
    4, 4
- CC(C)n1nc(C(=O)OCC(=O)N2CC(=O)Nc3ccccc32)c2ccccc2c1=O
    0, -4
- O=C(COC(=O)C1CCN(c2ccc(C(F)(F)F)cn2)CC1)NC1CCCCC1
    -3, 4
- Cc1onc(-c2ccccc2)c1C(=O)OCC(=O)N1CCC(C)CC1
    6, -1
- O=C(NN1C(=O)/C(=C/C=C/c2ccco2)SC1=S)c1ccncc1
    -2, 4
- CCOc1ccc(S(=O)(=O)N2CCCCC2)cc1NS(=O)(=O)c1cccs1
    9, 5
- COc1ccc(N2CCN(C(=O)CN3C(=O)NC(C)(C4CC4)C3=O)CC2)cc1 (configuration not stated)
    -1, -4
- Cc1ccc(C)c(OCC(=O)Nc2c(C)n(C)n(-c3ccccc3)c2=O)c1
    3, 16
- CN(CC1CCCO1)S(=O)(=O)c1ccc(C(=O)N2CCN(c3ccccc3)CC2)cc1 (configuration not stated)
    -3, 1
- Cc1ccccc1OCC(=O)OCC(=O)NCCc1ccccc1
    0, -1
- c1ccc(-c2ncnc3cc4n(c23)CCC4)cc1
    -5, 1
- CN(CCOc1ccc(Cl)cc1)C(=O)c1cc([N+](=O)[O-])ccc1N1CCOCC1
    -2, -3
- O=C1C=C(c2ccc(C(=O)O)cc2)C[C@@H](c2ccc(Cl)cc2)C1
    5, -21
- O=C(Cc1ccc(NC(=O)C2CCCN(C(=O)c3ccccc3)C2)cc1)Nc1ccc(C(=O)N2CCOCC2)cc1 (configuration not stated)
    -1, -2
- CCOC(=O)c1sc(NC(C)=O)c(C(=O)OCC)c1C
    -28, 46
- CC(C)(C)c1ccc(C(=O)N2CCC2(C)C(=O)NCc2ccc3c(c2)OCO3)cc1 (configuration not stated)
    2, -8
- CCCCN(C)C(=O)c1nc2ccccn2c1CN1CCC[C@H]1C(=O)OC
    12, -14
- Cc1ccc2nccc(C(=O)N3CCCC(N4CCN(c5ccc(F)cc5)CC4)C3)c2c1 (configuration not stated)
    -3, 2
- O=C(NC(Sc1ccc(Cl)cc1)C(=O)O)c1ccccc1 (configuration not stated)
    8, -2
- Cc1ccc2oc(C(=O)NC3CCS(=O)(=O)C3)c(C)c2c1 (configuration not stated)
    2, 10
- COc1ccc(NS(=O)(=O)c2cc(NC(=O)Cc3c(F)cccc3Cl)ccc2OC)cc1
    -6, 11
- CCCC(=O)OCC(=O)Nc1cc([N+](=O)[O-])ccc1OC
    2, -1
- CO[C@H](C(=O)N(C)C[C@@H]1OCc2ccccc2-c2c(n(C)c3ccccc23)C(=O)N([C@H](C)CO)C[C@@H]1C)c1ccccc1
    -3, -3
- O=C1c2ccccc2S(=O)(=O)N1Cc1nc2ccccc2s1
    -1, 13
- CCCN(C(=O)c1cc(-c2ccco2)nc2ccccc12)c1c(N)n(Cc2ccccc2)c(=O)[nH]c1=O
    3, 15
- Cn1c(SCC(=O)Nc2ccccc2)nnc1-c1ccc2nonc2c1
    1, 2
- COc1ccc([C@H]2C[C@@H](O)[C@H](n3cc(-c4ccc(F)cc4)nn3)CN2C(=O)C2CCCCC2)cc1
    9, -15
- c1ccc(SCc2cn(C[C@H]3CC[C@@H]([C@@H]4CC[C@H](Cn5cc(CSc6ccccc6)nn5)O4)O3)nn2)cc1
    -16, 18
- C=CCNC(=S)/N=c1/ccccn1CC
    0, -6
- Cc1ccccc1-n1c(SC2CCOC2=O)nnc1-c1ccncc1 (configuration not stated)
    -4, 4
- Cc1cc(C)c(S(=O)(=O)Nc2ccc(C(=O)O)cc2)cc1S(=O)(=O)Nc1ccc(C(=O)O)cc1
    -1, 6
- CC(C)CCNC(=O)C(C)N(Cc1ccc(F)cc1)C(=O)c1ccc(CN2CCOCC2)o1 (configuration not stated)
    3, -4
- CN(C)Cc1cc(C(C)(C)c2ccccc2)ccc1O
    5, 10
- O=C(Nc1ccc(C(=O)N2CCCC(CO)C2)cc1)c1ccc(Br)o1 (configuration not stated)
    -1, -24
- CN1CCN(c2nc3c(c(=O)[nH]c(=O)n3C)n2CCCSc2nnnn2-c2ccccc2)CC1
    -3, -5

Continuation:
Values in the order: H9c2 TAG inh DAPI viability, H9c2 TAG inh
- O=C(NN=Cc1ccc(O)cc1)C(=O)NN=Cc1ccc(O)cc1
    4, -3
- O=C(CNc1cccc(S(=O)(=O)N2CCCC2)c1)Nc1ccc(F)cc1F
    5, -35
- Cc1cc(/C=C(\C#N)C(=O)Nc2ccccc2)c(C)n1-c1cccnc1
    -9, 6
- Cc1cc(C(=O)CCC(=O)NNC(=O)c2ccccc2O)c(C)s1
    -10, -15
- CCCCN(C)C(=O)c1ccc(Nc2nc(C(N)Cc3ccccc3)cs2)nc1 (configuration not stated)
    20, 32
- Cn1c(N)c(S(=O)(=O)N2CCN(c3ccccc3F)CC2)c(=O)n(C)c1=O
    -3, 3
- CCC(Oc1ccccc1)C(=O)Nc1ccc(-c2nnc(-c3ccco3)o2)cc1 (configuration not stated)
    6, 31
- O=C(C1CCC(Cn2c(=S)[nH]c3ccccc3c2=O)CC1)N1CCOCC1 (configuration not stated)
    6, 0
- Cc1cc(-c2nn(-c3ccccc3F)cc2CN2CCCC(O)C2)c(C)s1 (configuration not stated)
    -5, -8
- N#Cc1nc(COc2ccc(Cl)cc2)oc1N1CCCCCC1
    -2, -12
- CC(C)CN(C(=O)COC(=O)/C=C/c1ccc(Cl)c(Cl)c1)c1c(N)n(Cc2ccccc2)c(=O)[nH]c1=O
    0, 0
- Cn1c(SCC(=O)NNC(=O)c2ccc(Cl)cc2)nnc1-c1cccnc1
    -2, 3
- Cc1cccc(NC(=O)c2cc(S(=O)(=O)N3CCc4ccccc43)cn2C)c1C
    -6, -6
- COCCNC(=O)c1cnn2c(C(F)(F)F)cc(-c3ccc4c(c3)OCO4)nc12
    16, -13
- CC1=NN(c2ccc(F)cc2)C(=O)C1C(c1cccc(O)c1)c1c(C)[nH]n(-c2ccc(F)cc2)c1=O (configuration not stated)
    -4, 0

Complete entries as entered above. Order of values: H9c2 TAG inh DAPI viability | H9c2 TAG inh
CCCCN(C)C(=O)c1ccc(Nc2nc(C(N)Cc3ccccc3)cs2)nc1 (configuration not stated) is entered as 20 | 32
COCCNC(=O)c1cnn2c(C(F)(F)F)cc(-c3ccc4c(c3)OCO4)nc12 is entered as 16 | -13
Cc1cccc(NC(=O)c2cc(S(=O)(=O)N3CCc4ccccc43)cn2C)c1C is entered as -6 | -6

Other structures follow.
Values in the order: H9c2 TAG inh DAPI viability, H9c2 TAG inh
- Clc1ccccc1-c1nc(/C=N/N2CCOCC2)c2ccccn12
    7, 8
- Cc1ccc(NC(=O)Nc2ccc3oc(C)nc3c2)cc1
    -4, 4
- COc1ccc(OC)c(NC(=O)Cn2c(CCC(=O)O)ccc2-c2ccccc2)c1
    0, -4
- Cc1occc1C(=O)Nc1nccs1
    -2, -4
- CCOC(=O)N1CCN(CC(O)COCc2ccc(OC)c(OC)c2)CC1 (configuration not stated)
    -7, 8
- O=C(NC(c1ccc(Cl)cc1)c1cnccn1)C1CCN(CCCc2ccccc2)CC1 (configuration not stated)
    -6, 8
- CCOC(=O)c1c(NC(=O)COC(=O)c2cnccn2)sc(C)c1C
    0, -13
- CCOC(=O)C1CCCN(c2cc(C)nc3cc(-c4ccc(Cl)cc4)nn23)C1 (configuration not stated)
    1, 1
- COc1ccccc1CC(=O)NN1C(=O)NC2(CCC(C)CC2)C1=O (configuration not stated)
    3, -11
- CC1Sc2ccc(C(=O)Nc3ccccc3OC(F)F)cc2NC1=O (configuration not stated)
    3, -14
- CCCN1C=CC(=CC=C(C#N)C#N)C=C1
    -2, -39
- CCCCn1c(N)c(N(CCOC)C(=O)C2CCCN(C(=O)c3ccc(Cl)cc3)C2)c(=O)[nH]c1=O (configuration not stated)
    -6, 1
- CCc1cc2ccc(OC)cc2nc1SCC(=O)NNC(C)=O
    2, -12
- Cc1ccc(-n2nnc3c(SCC(=O)NCC4CCCO4)ncnc32)cc1 (configuration not stated)
    5, -7
- CC(C(=O)N1CCc2ccccc21)N1CCN(S(=O)(=O)c2cccs2)CC1 (configuration not stated)
    5, 2
- CCCCOc1ccc(C(=O)NNC(=O)c2cnccn2)cc1OC
    -16, 1
- Cc1cc(NC(=O)COC(=O)CCCOc2ccc(Cl)cc2C)no1
    -2, 9
- COc1cccc(CNC(=O)CSc2ccc(-c3ccccn3)nn2)c1
    -11, 3
- Cc1ccccc1Cn1c(O)c(N=NC(=S)Nc2ccccc2F)c2ccccc21
    -21, 29
- CCC1CCCCN1C(=O)COc1cc(=O)n(C)c2ccccc12 (configuration not stated)
    5, 10
- O=C(COC(=O)c1cccnc1Cl)NCC1CCCO1 (configuration not stated)
    1, -8
- CCN1CCN(C(=O)CCc2nc3ccccc3c(=O)[nH]2)CC1
    -3, 1
- COc1ccc([C@H]2CC(=O)C=C(C#CC(C)(C)C)C2)cc1
    4, -5
- C/C(=N\NC(=O)c1ccc(N/N=C(\C)c2ccc(O)cc2)cc1)c1ccc(O)cc1
    11, 17
- O=C(Nc1ccc([N+](=O)[O-])cc1)c1cc(-c2ccccn2)nc2c(Cl)cccc12
    -5, 0
- CN(C)/C=C(/C(=O)c1ccc(F)cc1)S(=O)(=O)c1ccc(F)cc1
    3, 0
- O=C(/C=C\Nc1ccccn1)c1ccccc1
    11, 7
- COC(=O)c1ccccc1NC(=O)COc1ccc(S(=O)(=O)NC(C)C)cc1
    4, -3
- CN(Cc1ccccc1NS(=O)(=O)c1ccc2ccccc2c1)C1CCCCC1
    1, -9
- CC(=O)NC(C)(c1ccccc1)c1nc(-c2cncnc2)cs1 (configuration not stated)
    4, -2
- Cc1cc(C)nc(NC(=O)CSc2nn(C)c(=S)s2)n1
    -2, -15
- CCOC(=O)N1CCC(NC(=O)c2cc(C(=O)Nc3cccc(OC)c3)ccc2CO)CC1
    0, 9
- CCc1nc2c(OCc3ccc(C(=O)N(C)C)cc3)cccn2c1N(C)C(=O)Nc1ccccc1OC
    7, 0
- CN(C)CCN(C(=O)C1CCN(S(=O)(=O)c2cccs2)CC1)c1nc2c(F)cccc2s1
    12, 19
- C/C(N)=C(/C#N)C(=O)COC(=O)c1cccc(C)c1O
    3, -1
- CCN1C(=O)[C@@H]2[C@H](C1=O)[C@@H]1C(=O)Nc3ccccc3C(=O)N1[C@@H]2c1cccc(OC)c1
    -3, -13
- COc1cccc(C(C)(O)c2nc(-c3ccc(F)c(Cl)c3)cs2)c1 (configuration not stated)
    -16, -4
- Cc1nnc(SCC(=O)Nc2ccccc2)n(N)c1=O
    -2, 13
- O=C(Nc1ncccc1O)c1cccc(S(=O)(=O)N2CCN(c3ccc(F)cc3)CC2)c1
    1, -12

5 structures already listed, sorted by formula weight, lowest first:
Values in the order: H9c2 TAG inh DAPI viability, H9c2 TAG inh
- Cc1nnc(SCC(=O)Nc2ccccc2)n(N)c1=O
    -2, 13
- COc1cccc(C(C)(O)c2nc(-c3ccc(F)c(Cl)c3)cs2)c1 (configuration not stated)
    -16, -4
- O=C(Nc1ncccc1O)c1cccc(S(=O)(=O)N2CCN(c3ccc(F)cc3)CC2)c1
    1, -12
- CN(C)CCN(C(=O)C1CCN(S(=O)(=O)c2cccs2)CC1)c1nc2c(F)cccc2s1
    12, 19
- CCc1nc2c(OCc3ccc(C(=O)N(C)C)cc3)cccn2c1N(C)C(=O)Nc1ccccc1OC
    7, 0
